Source: PubChem BioAssay
RAD52 inh – RAD52 DNA annealing inhibitors, primary screen, biochemical, FRET, single point, set 2; inhibition, % at 18.7 µM; AID 651710, 2012; 360,000 tested, 0.46% active; recombinant RAD52 DNA annealing, FRET fluorescence;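 active = every replicate showing at least 50% inhibition; inconclusive = mean inhibition at least 50% but not in every replicate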
ERAP1 inh – human ERAP1 aminopeptidase inhibitors, primary screen, biochemical, single point, plate reader. Endoplasmic reticulum aminopeptidase 1 (Homo sapiens), Q9NZ08. recombinant ERAP1, Leu-AMC fluorescence, 60 min. inhibition, % at 10.7 µM. 340,000 tested, 0.15% active. AID 652197, 2013;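 active = mean replicate inhibition of at least 30%, or all replicates individually reaching that 30% level; inactive = mean below 30% and not every replicate reaching it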;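 also: 0% = neutral control wells and 100% = L-leucinethiol positive control wells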
Target sequence (Q9NZ08 whole entry, looked up): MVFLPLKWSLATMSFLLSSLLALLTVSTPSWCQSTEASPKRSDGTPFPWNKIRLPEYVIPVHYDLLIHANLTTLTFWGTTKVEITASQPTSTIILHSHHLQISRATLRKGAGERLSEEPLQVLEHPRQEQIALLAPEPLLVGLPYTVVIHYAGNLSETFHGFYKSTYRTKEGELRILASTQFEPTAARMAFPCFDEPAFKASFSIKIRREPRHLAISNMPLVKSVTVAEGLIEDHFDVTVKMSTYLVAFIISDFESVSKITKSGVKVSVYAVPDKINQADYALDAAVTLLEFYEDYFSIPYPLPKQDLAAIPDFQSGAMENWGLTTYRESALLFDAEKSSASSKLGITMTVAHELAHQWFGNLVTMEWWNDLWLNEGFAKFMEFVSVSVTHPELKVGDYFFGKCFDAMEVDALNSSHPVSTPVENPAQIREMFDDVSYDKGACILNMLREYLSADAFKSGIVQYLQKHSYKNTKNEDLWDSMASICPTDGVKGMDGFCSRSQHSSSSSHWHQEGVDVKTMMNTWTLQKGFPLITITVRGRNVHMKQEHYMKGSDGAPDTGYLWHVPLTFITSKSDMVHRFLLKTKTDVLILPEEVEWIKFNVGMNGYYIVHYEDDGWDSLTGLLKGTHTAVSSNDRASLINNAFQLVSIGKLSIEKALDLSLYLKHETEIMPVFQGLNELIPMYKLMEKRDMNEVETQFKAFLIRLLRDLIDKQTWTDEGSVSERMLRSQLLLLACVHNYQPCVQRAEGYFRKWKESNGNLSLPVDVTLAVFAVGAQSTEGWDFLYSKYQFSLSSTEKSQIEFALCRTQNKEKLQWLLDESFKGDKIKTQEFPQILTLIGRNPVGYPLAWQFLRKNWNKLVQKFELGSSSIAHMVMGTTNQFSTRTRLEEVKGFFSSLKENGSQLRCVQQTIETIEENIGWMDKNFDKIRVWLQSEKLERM
CFTR F508del cor – F508del CFTR correction, initial screen, CFBE line, single point; CFBE cells, YFP halide quenching; stimulated with forskolin plus potentiator P3; % fluorescence drop versus neutral controls; activity (quench increase), % at 7.58 µM; AID 720511, 2013; 350,000 tested, 0.36% active;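 active = mean added fluorescence quench of at least 8% versus neutral control, with both replicates also reaching 8%; inconclusive = only one of the mean or replicate conditions met; inactive = mean below 8% and not both replicates reaching 8%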;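 also: cells transiently co-express mutant CFTR-F508del with the halide-sensitive YFP; corrector assay measuring rescue of mutant channel to the surface after 24 h compound exposure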
Xi reactivation – activators of inactive X chromosome reactivation, primary screen, imaging, XiGFP fibroblasts, GFP high-content imaging, set 2. XiGFP mouse fibroblasts, % GFP-positive cells imaging, 3 d; cells co-treated with 5-aza-dC sensitizer; scaled so ellipticine positive control = 100%. activation, % at 7.58 µM. 360,000 tested, 0.055% active. AID 743238, 2013;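 active = mean normalized replicate activation at least 10% and every replicate at or above 10%; inconclusive = only one of the two criteria met; inactive = mean below 10% and not all replicates reach 10%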;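 also: 0% = median of on-plate neutral control wells and 100% = ellipticine 6 µM median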
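System: XiGFP fibroblasts, SV40-immortalized. Medium: DMEM plus 5-aza-dC sensitizer. Doses: single point. Timing: 3 d treatment, 15 min room-temperature fixation. Control set: ellipticine 6 µM.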
INS-1E GSIS act – GLuc luminescence reporter in INS-1E cells, primary screen for activators of glucose-dependent secretion of insulin; activation, % at 16.6 µM; INS-1E GLuc reporter insulin secretion, 2-3 h; 370,000 tested, 0.61% active;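 active = lowest replicate activation of at least 40%, so every replicate reaches that level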;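 also: 0% = median of neutral control wells and 100% = median of IBMX positive control wells; some compounds called inactive have numbers as strong as hits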
RAD54 branch – inhibitors of human RAD54 branch migration, primary screen, biochemical, fluorescence, single point. DNA repair and recombination protein RAD54-like (Homo sapiens), Q92698. RAD54 Holliday junction branch migration, FAM/BHQ fluorescence. inhibition, % at 10.4 µM. 360,000 tested, 0.14% active;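 active = mean normalized replicate activity at least 40 and at least half of replicates scoring 40 or more; inconclusive = only one of the two criteria met; inactive = mean below 40 and under half of replicates reaching 40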;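 also: 0% = median of neutral control wells and 100% = median of positive control wells; inhibitors cause a drop in the FAM fluorescence signal; in these data hits start at about 50%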
ARNT TACC3 PPI – disruptors of ARNT/TACC3 protein interaction, primary screen, biochemical, AlphaScreen, single concentration; AlphaScreen His-ARNT PAS-B/GST-TACC3 binding, luminescence; TACC3 fragment carries E629A point mutation; Transforming acidic coiled-coil-containing protein 3 (Homo sapiens), Q9Y6A5; 390,000 tested, 0.66% active; inhibition, % at 9.99 µM; AID 623870, 2012;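 active = mean inhibition of replicates at least 50% and at least half of replicates each reaching 50%; inconclusive = half or more replicates reach 50% but mean below 50%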;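 also: 0% = complete ARNT plus TACC3 wells and 100% = ARNT alone without TACC3; many hits fall short of the cut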
esBAF inh – Bmi1 luciferase reporter increase in mESCs, primary screen, esBAF inhibitor project, mouse ES cells, Bmi1 luciferase knock-in, single point; 24 h; 100% = twice the neutral-well signal; AID 602393, 2012; 350,000 tested, 2% active; reporter increase, % at 12.5 µM; in the data active = activation above about 40%; inconclusive = no clear call, values can overlap the other calls;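 also: 0% = median of the plate's neutral control wells and 100% = double that signal; a rise in the Bmi1 reporter signal indicates esBAF inhibition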
Numbers without * were called inactive; ? = inconclusive; nt = not tested or not shown; & = joins results of further samples. Rows are unselected. About 3.3% of those tested had a hit in this group.

SMILES | RAD52 inh | ERAP1 inh | CFTR F508del cor | Xi reactivation | INS-1E GSIS act | RAD54 branch | ARNT TACC3 PPI | esBAF inh
COC(=O)C[C@H]1C=C[C@H](NC(=O)c2ccccc2)[C@@H](CO)O1 | -7 | 2 | 0.1 | nt | nt | 4 | 10 | -1
O=C(Nc1ccccc1)N1CCCN(Cc2c(F)cccc2Cl)CC1 | -27 | nt | 0.9 | 0.1 | -6 | 0 | 12 | 10
OC[C@@H]1[C@@H](c2ccccc2)C2(CN(Cc3nccs3)C2)N1Cc1ccncc1 | -33 | 0 | -0.4 | 0.0 | 6 | nt | nt | nt
O=C(c1ccncc1)N1CC2(C1)[C@@H](c1ccccc1)[C@@H](CO)N2CC1CC1 | -3 | -4 | -0.6 | 0.1 | 6 | nt | nt | nt
O=C(NCCc1ccccn1)/C(=C/c1ccco1)NC(=O)c1ccccc1 | -33 | 10 | -1.1 | 0.0 | -7 | -1 | 7 | 4
Cc1ccc(S(=O)(=O)N(C)C)cc1NC(=O)CN1CCN(Cc2ccccc2)CC1 | -15 | -2 | -2.0 | 0.0 | -3 | nt | 3 | nt
CCN(Cc1ccccc1)C(=O)c1cccc(S(=O)(=O)N2CCN(Cc3ccccc3)CC2)c1 | -2 | -2 | -0.9 | -0.1 | -59 | -13 | 1 | -5
COc1cccc(C(=O)Nc2ccc3c(c2)OC[C@@H](C)N(CC2CC2)C[C@@H](C)[C@@H](OC)CN(C)C3=O)c1 | 8 | 0 | 3.6 | 0.3 | 4 | 6 | -3 | -1
COc1ccc(CN(C)C[C@@H]2Oc3c(NC(=O)CCCCCC(=O)Nc4ccccc4N)cccc3C(=O)N([C@@H](C)CO)C[C@H]2C)cc1 | -21 | -3 | 0.7 | -0.4 | -6 | nt | nt | nt
CCOC(=O)C1=CC[C@@H](c2cccc(C)c2)N(S(=O)(=O)c2ccc(C)cc2)[C@H]1C(=O)OCC | -40 | 1 | -1.6 | 0.0 | -32 | 8 | -5 | -9
C[C@@H]1CN([C@@H](C)CO)S(=O)(=O)c2ccc(C3=CCCCC3)cc2O[C@H]1CN(C)C(=O)CC1CC1 | 2 | 1 | 0.1 | 0.4 | 11 | 0 | -1 | 2
CC1(C(=O)Nc2ccc(Cl)c(C(F)(F)F)c2)Cc2c(-c3cccc(C(N)=O)c3)ccnc2O1 (configuration not stated) | -11 | 2 | 3.1 | 0.1 | -23 | -9 | nt | 1
CC1(C(=O)NS(=O)(=O)c2ccc(Cl)cc2)CCN1C(=O)c1cccc(F)c1 (configuration not stated) | -16 | -4 | -1.3 | 0.0 | -2 | -17 | nt | -4
Cc1ccc2cc(NC(=O)c3ccccc3C)ccc2n1 | -19 | 2 | 1.6 | -0.1 | 6 | -4 | 1 | ?
CCOC(=O)C1=C(C)NC(SCC(=O)OC)=C(C#N)C1c1ccc(C(=O)OC)cc1 (configuration not stated) | -39 | -4 | -2.7 | 0.0 | -5 | 4 | 5&-13 | -6

Three compounds picked at random from those above, as already listed:
SMILES | RAD52 inh | ERAP1 inh | CFTR F508del cor | Xi reactivation | INS-1E GSIS act | RAD54 branch | ARNT TACC3 PPI | esBAF inh
CCOC(=O)C1=C(C)NC(SCC(=O)OC)=C(C#N)C1c1ccc(C(=O)OC)cc1 (configuration not stated) | -39 | -4 | -2.7 | 0.0 | -5 | 4 | 5&-13 | -6
Cc1ccc2cc(NC(=O)c3ccccc3C)ccc2n1 | -19 | 2 | 1.6 | -0.1 | 6 | -4 | 1 | ?
COc1cccc(C(=O)Nc2ccc3c(c2)OC[C@@H](C)N(CC2CC2)C[C@@H](C)[C@@H](OC)CN(C)C3=O)c1 | 8 | 0 | 3.6 | 0.3 | 4 | 6 | -3 | -1

Back to the main list; the five compounds before the break are reprinted first.
SMILES | RAD52 inh | ERAP1 inh | CFTR F508del cor | Xi reactivation | INS-1E GSIS act | RAD54 branch | ARNT TACC3 PPI | esBAF inh
C[C@@H]1CN([C@@H](C)CO)S(=O)(=O)c2ccc(C3=CCCCC3)cc2O[C@H]1CN(C)C(=O)CC1CC1 | 2 | 1 | 0.1 | 0.4 | 11 | 0 | -1 | 2
CC1(C(=O)Nc2ccc(Cl)c(C(F)(F)F)c2)Cc2c(-c3cccc(C(N)=O)c3)ccnc2O1 (configuration not stated) | -11 | 2 | 3.1 | 0.1 | -23 | -9 | nt | 1
CC1(C(=O)NS(=O)(=O)c2ccc(Cl)cc2)CCN1C(=O)c1cccc(F)c1 (configuration not stated) | -16 | -4 | -1.3 | 0.0 | -2 | -17 | nt | -4
Cc1ccc2cc(NC(=O)c3ccccc3C)ccc2n1 | -19 | 2 | 1.6 | -0.1 | 6 | -4 | 1 | ?
CCOC(=O)C1=C(C)NC(SCC(=O)OC)=C(C#N)C1c1ccc(C(=O)OC)cc1 (configuration not stated) | -39 | -4 | -2.7 | 0.0 | -5 | 4 | 5&-13 | -6
COc1ccccc1C(=O)N1C(CC(=O)Nc2ccccc2C)C(=O)NC2CCCCC21 (configuration not stated) | -2 | 0 | -1.0 | 0.0 | -12 | 3 | -1 | -2
O=c1[nH]c2cc3ccccc3cc2nc1-c1nnnn1Cc1ccccc1 | -97 | nt | -4.0 | 0.0 | -15 | nt | nt | nt
COc1cc(C2=NOC(C(=O)Nc3ccc(C(C)=O)cc3)C2)cc(OC)c1OC (configuration not stated) | nt | nt | nt | nt | -7 | 0 | 26 | 32
Cc1noc(C)c1NC(=O)Nc1ccc2c(c1)CC(=O)N([C@@H](C)CO)C[C@H](C)[C@@H](CN(C)Cc1ccc(C(F)(F)F)cc1)O2 | nt | nt | 1.5 | 0.2 | -17 | nt | nt | -3
C[C@H](CO)N1C[C@H](C)[C@H](CN(C)C(=O)Nc2ccc(F)cc2)Oc2ccc(NC(=O)C3CC3)cc2CC1=O | 9 | -4 | 0.9 | -0.2 | 1 | 0 | 6 | -3
O=C(C1CC1)N1CC2(C1)[C@@H](c1ccccc1)[C@@H](CO)N2Cc1nccs1 | -3 | 0 | -2.7 | 0.1 | -2 | nt | nt | nt
COCCNc1nc(Nc2ccc(F)cc2)c2sccc2n1 | 9 | 6 | -1.0 | 0.0 | -4 | -9 | nt | -15
O=C(Nc1cc(C(F)(F)F)ccc1N1CCOCC1)c1ccco1 | 6 | -5 | 2.4 | nt | 18 | -1 | -12 | 0
Nc1c(C(=O)NCC2CCCO2)sc2nc3c(c(-c4ccco4)c12)CC/C3=C\c1ccco1 (configuration not stated) | -75 | 2 | nt | 0.4 | nt | 0 | -2 | -7
CCOCCCn1c(=S)[nH]c2cc(C(=O)NC3CCCC(C)C3C)ccc2c1=O (configuration not stated) | -4 | 0 | -1.1 | 0.1 | 9 | -5 | 3 | -4
C/C(=N\NC(=O)c1ccccc1)c1cccc(Br)c1 | 1 | 1 | 1.6 | 0.0 | 4 | nt | -4 | nt
Cc1ccc(S(=O)(=O)N(C)c2ccc(OCc3cccc(C)c3)cc2)cc1 | -8 | 2 | 1.1 | 0.0 | 2 | 2 | -24 | -6
CC(C)Cn1c(SCC(=O)N2CCc3ccccc3C2)nc2cc(Cl)ccc2c1=O | -16 | 1 | 0.0 | 0.0 | -17 | 0 | -4 | nt
Cc1ccc(SC[C@H](c2ccccc2)N2CCN(CCc3ccccc3)CCC2=O)cc1 | -5 | 1 | 0.6 | 0.2 | -31 | 1 | 2 | 15
CN1CCC(=C(c2ccc(Cl)cc2)c2ccccn2)CC1 | -9 | 0 | 0.3 | 0.1 | 12 | 6 | 2 | -11
O=C(OCC(=O)N1CCCc2ccccc21)c1c(F)cccc1F | -7 | 1 | -0.5 | 0.1 | 14 | 3 | nt | 16
COC(=O)c1ccc(N2C(=O)Nc3ccccc3N2O)cc1 | -11 | 1 | -2.6 | 0.0 | 7 | nt | -4 | nt
O=C(c1cccc([N+](=O)[O-])c1)N1CCCC(C(=O)N2CCCCC2)C1 (configuration not stated) | -8 | 2 | 0.0 | -0.1 | -8 | nt | 1 | 5
COc1ccc(OCC(O)CNC(=O)Nc2cc(F)ccc2C)cc1 (configuration not stated) | -16 | nt | 0.3 | 0.1 | -2 | nt | -4 | nt
COCC#Cc1ccc([C@H]2[C@H](CO)N3CCCCN(C(=O)CN(C)C)C[C@@H]23)cc1 | 11 | 1 | -0.4 | 0.1 | 1 | -6 | 6 | nt
Cc1csc2ncnc(NCCc3ccccn3)c12 | -5 | 1 | 3.9 | 0.2 | -66 | nt | -1 | nt
CCOC(=O)C1(CC2CCCCO2)CCN(C(=O)NCc2ccccc2)CC1 (configuration not stated) | -12 | 5 | 2.6 | 0.0 | -9 | nt | 0 | -4
O=C(CN1C(=O)CNC1=O)Nc1cccc(C(F)(F)F)c1 | nt | nt | nt | nt | 9 | 2 | -1 | 3
COc1cccc(NC(=O)C[C@H]2CC[C@@H]3[C@@H](COc4ccc(NC(=O)C5CCCCC5)cc4C(=O)N3C)O2)c1 | -10 | 0 | 3.1 | 0.1 | 7 | 2 | 12 | 2
COc1ccc(C(=O)N2CCC(C)(C(=O)O)C2)cc1OC (configuration not stated) | -6 | 1 | 4.9 | 0.0 | nt | -3 | nt | -4
CCCCNC(=O)c1cc(-c2ccccc2)sc1N | -9 | nt | 2.4 | 0.0 | -25 | nt | nt | nt
Cc1[nH][nH]c(=O)c1C(c1c(C)[nH][nH]c1=O)c1cn(Cc2ccccc2Cl)c2ccccc12 | nt | nt | nt | -0.1 | 9 | -3 | 17 | nt
O=C(NCCc1ccccc1)C1CC(=O)N(C2CCCCCC2)C1 (configuration not stated) | -6 | -1 | 0.9 | nt | 4 | nt | -6 | nt
COc1ccccc1NC(=O)CNC(=O)CC12CC3CC(CC(C3)C1)C2 | -16 | -2 | 0.9 | 0.1 | nt | -7 | -2 | -9
CC(=O)NC(c1ccccc1)c1nc(-c2cccc(CO)c2)cs1 (configuration not stated) | -4 | 5 | 0.7 | 0.0 | 6 | -6 | nt | 12
O=C(Cn1ncc2c3ccccc3n(Cc3ccccc3)c2c1=O)NCc1ccccn1 | -5 | 1 | 4.4 | 0.2 | 6 | 3 | 1 | 3
C[C@H]1CCCCO[C@@H](CN(C)C(=O)c2ccccc2)[C@@H](C)CN([C@@H](C)CO)C(=O)c2cc(NS(=O)(=O)c3cn(C)cn3)ccc2O1 | 12 | 1 | -0.4 | 0.3 | 5 | -1 | -7 | -3
CCCC#Cc1ccc2c(c1)O[C@H](CN(C)Cc1cncnc1)[C@@H](C)CN([C@@H](C)CO)S2(=O)=O | 6 | 1 | -2.6 | -0.7 | -11 | -9 | -3 | -1
CC(=O)CC(=O)Nc1ncc(C(F)(F)F)cc1Cl | 3 | -2 | 1.5 | 0.0 | 23 | nt | 6 | nt
Cc1cc([N+](=O)[O-])nn1CCCC(=O)O | -8 | -2 | 0.1 | 0.2 | 26 | -1 | 2 | 1
COc1ccc(/C=N/N=C2/NC(=O)C(c3ccccc3)(c3ccccc3)S2)cc1 | 0 | -3 | 1.5 | nt | -2 | -9 | -4 | -4
